Screening results as filed in PubChem BioAssay.
Mtb FBA inh: Mtb FBA enzyme inhibitors, primary screen, biochemical, fluorescence, strain H37Rv. AID 588726, 2011. purified M. tuberculosis FBA, fluorescence read-out. inhibition, % at 1 µM. 360,000 compounds, 2.3% hits. Fructose-bisphosphate aldolase (Mycobacterium tuberculosis (strain ATCC 25618 / H37Rv)), …; in the data active = inhibition above about 27%;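 also: 0% = vehicle and 100% = reference inhibitor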
Target sequence (P9WQA3 whole entry, looked up): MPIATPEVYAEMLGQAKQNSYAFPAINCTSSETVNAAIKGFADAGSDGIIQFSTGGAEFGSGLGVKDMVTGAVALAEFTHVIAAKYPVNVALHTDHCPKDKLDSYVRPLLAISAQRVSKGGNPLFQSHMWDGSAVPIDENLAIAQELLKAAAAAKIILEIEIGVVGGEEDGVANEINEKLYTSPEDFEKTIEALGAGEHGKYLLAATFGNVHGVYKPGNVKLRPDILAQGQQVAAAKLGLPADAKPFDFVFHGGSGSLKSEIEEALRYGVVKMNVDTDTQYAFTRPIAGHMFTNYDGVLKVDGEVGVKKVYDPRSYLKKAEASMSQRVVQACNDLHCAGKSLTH
FadD28 binding: inhibitors of FadD28 bisubstrate probe binding, primary screen, biochemical, fluorescence polarization, single point; 360,000 compounds, 0.22% hits; inhibition, % at 12.5 µM; in the data active = inhibition above about 8.5%, passing the limit was not always enough; inconclusive = no clear call, values can overlap the other calls
BoNT A protease: BoNT/A light chain protease inhibitors, primary screen, biochemical, flow cytometry, MLPCN library; AID 588499, 2011; inhibition, % at 10 µM; Botulinum neurotoxin type A light chain protease (Clostridium botulinum A str. ATCC 3502); 360,000 compounds, 0.17% hits; multiplex microsphere protease substrate cleavage; in the data active = inhibition above about 30%; inconclusive = no clear call, values can overlap the other calls; also: plate controls were buffer without enzyme for full effect and enzyme alone for no effect
PrPC TRFRET: inhibitors of human cell surface prion protein PrPC, primary screen, cell-based, TR-FRET; Major prion protein (Homo sapiens), P04156; AID 720596, 2013; TR-FRET read-out; 370,000 compounds, 0.43% hits; inhibition, % at 13.8 µM; in the data active = inhibition above about 24%; also: 0% = median of the test wells and 100% = reference compound wells
UGM FP inh: M. tuberculosis UGM enzyme inhibitors, primary screen, biochemical, fluorescence polarization, single point | purified UGM, fluorescence polarization probe displacement | 320,000 compounds, 0.06% hits | UDP-galactopyranose mutase (Mycobacterium tuberculosis (strain ATCC 25618 / H37Rv)), … | AID 504406, 2011 | inhibition, % at 10 µM; in the data active = inhibition above about 10%, passing the limit was not always enough; inconclusive = no clear call, values can overlap the other calls
Target sequence (P9WIQ1 whole entry, looked up): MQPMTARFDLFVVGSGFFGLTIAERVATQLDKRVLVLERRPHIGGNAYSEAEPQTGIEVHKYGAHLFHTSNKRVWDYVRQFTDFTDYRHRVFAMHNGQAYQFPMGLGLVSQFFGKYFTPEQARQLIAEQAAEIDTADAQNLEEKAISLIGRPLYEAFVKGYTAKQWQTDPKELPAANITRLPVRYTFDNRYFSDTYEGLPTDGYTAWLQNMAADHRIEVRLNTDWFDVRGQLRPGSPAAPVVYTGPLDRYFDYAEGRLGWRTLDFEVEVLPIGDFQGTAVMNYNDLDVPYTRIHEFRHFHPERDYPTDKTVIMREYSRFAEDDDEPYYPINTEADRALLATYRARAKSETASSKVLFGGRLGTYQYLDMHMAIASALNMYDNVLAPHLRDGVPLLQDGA
GDH-TPI counter: GDH-TPI coupling enzyme inhibitors, primary screen, artefact control for M. tuberculosis FBA inhibitor project, biochemical, absorbance, full deck | inhibition, % at 4.8 µM | 360,000 compounds, 1.2% hits | GDH-TPI coupled enzyme counterscreen, NADH absorbance | AID 588335, 2011;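 also: 0% = DMSO wells and 100% = wells lacking the enzyme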
BoNT F protease: BoNT/F light chain protease inhibitors, primary screen, biochemical, flow cytometry, MLPCN library; 360,000 compounds, 0.22% hits; Multiplex microsphere protease cleavage assay; Botulinum neurotoxin type F light chain protease (Clostridium botulinum); inhibition, % at 10 µM; in the data active = inhibition above about 35%, passing the limit was not always enough; inconclusive = no clear call, values can overlap the other calls; also: plate controls were buffer without enzyme for full effect and enzyme alone for no effect
Mtb BioA inh: M. tuberculosis BioA enzyme inhibitors, primary screen, biochemical, plate reader, single point, HTS; 360,000 compounds, 0.096% hits; inhibition, % at 9.99 µM; purified M. tuberculosis BioA enzyme; in the data active = inhibition above about 40%; inconclusive = no clear call, values can overlap the other calls
CCHF vOTU inh: CCHFV vOTU protease inhibitors, primary screen, biochemical, Pep-AMC substrate, fluorescence | Crimean-Congo hemorrhagic fever virus L polyprotein viral ovarian tumor (vOTU) protease … | inhibition, % at 11.5 µM | 370,000 compounds, 0.55% hits; also: 0% = vehicle wells with enzyme and 100% = no enzyme wells
Starred values were filed as active, the others as inactive; ? = inconclusive; . = no result given; + = active, no number. Rule as the data show it, unless noted: active = inhibition above about 30%; inactive = the rest.

1: O=C(CN1CCN(C(c2ccccc2)c2ccccc2)CC1)N1N=CCC1c1ccccc1 (configuration not stated)
2: CS(=O)(=O)C1=NN2C(=N)/C(=C\c3ccc(OC(=O)c4ccco4)cc3)C(=O)N=C2S1
3: COc1ccc(S(=O)(=O)NC2CC(=O)N(c3ccc4c(c3)OCCO4)C2)cc1 (configuration not stated)
4: Cc1cccc(C)c1OCC(C)N (configuration not stated)
5: COCCCn1c(SCC(=O)N2CCOCC2)nc2ccccc2c1=O
6: CCOC(=O)C(=CNc1ccc(N2CCCCC2)c(S(=O)(=O)Nc2ccccc2OC)c1)C(=O)OCC
Compound	1	2	3	4	5	6
Mtb FBA inh	-5	5	-2	3	-4	0
FadD28 binding	-3.8	-2.8	-3.1	0.7	1.3	-3.9
BoNT A protease	2.2	-0.8	2.1	-0.2	-1.5	-0.4
PrPC TRFRET	-11	-6	0	0	0	-6
UGM FP inh	-1.7	-0.5	-2.2	-1.5	-0.1	.
GDH-TPI counter	2	16	-4	17	-3	-3
BoNT F protease	?	0	-1	-5	-4	-12
Mtb BioA inh	.	0.4	.	-6.4	-0.1	3.3
CCHF vOTU inh	13	0	7	-3	-4	-4

Next part (2 carried over from the part before).
5: COCCCn1c(SCC(=O)N2CCOCC2)nc2ccccc2c1=O
6: CCOC(=O)C(=CNc1ccc(N2CCCCC2)c(S(=O)(=O)Nc2ccccc2OC)c1)C(=O)OCC
7: CN(CCCCOc1ccc(F)cc1)Cc1ccccc1
8: Cn1c(C(=O)O)cc2c(=O)n3ccccc3nc21
9: Cc1occc1C(=O)N1N=C(C2CC2)CC1(O)C(F)(F)F (configuration not stated)
10: COCCNS(=O)(=O)c1ccccc1
11: CC1CCCN(Cc2nc3c(c(=O)n(C)c(=O)n3C)n2CCc2ccccc2)C1 (configuration not stated)
12: O=C(O)CCC(=O)N1CCc2cc(S(=O)(=O)NCc3cccs3)ccc21
Compound	5	6	7	8	9	10	11	12
Mtb FBA inh	-4	0	5	+	1	0	0	2
FadD28 binding	1.3	-3.9	-4.6	-0.6	-0.1	-3.1	1.0	-2.9
BoNT A protease	-1.5	-0.4	-3.7	-0.8	-0.1	0.8	-0.3	-0.2
PrPC TRFRET	0	-6	-1	-12	0	6	-2	7
UGM FP inh	-0.1	.	3.3	7.8	-0.5	1.1	-0.6	2.6
GDH-TPI counter	-3	-3	0	13	4	10	12	12
BoNT F protease	-4	-12	?	2	-18	-6	-3	0
Mtb BioA inh	-0.1	3.3	1.4	.	.	-0.4	-2.0	1.6
CCHF vOTU inh	-4	-4	-12	-335	-2	-4	-11	-8

13: O=C(CC(NC(=O)OCc1ccccc1)c1nn[nH]n1)OCc1ccccc1 (configuration not stated)
14: O=C1C2CC=CCC2C(=O)N1c1ccc(Cc2ccncc2)cc1 (configuration not stated)
15: Cc1cccc2cc(CN(CC3CCCO3)C(c3nnnn3Cc3ccco3)C(C)C)c(=O)[nH]c12 (configuration not stated)
16: CC(=O)Nc1ccc(NC(=O)C(C)OC(=O)c2ccccc2Sc2ccccc2C#N)cc1 (configuration not stated)
17: CCCCC(=O)NC(N1CCCCC1)C(Cl)(Cl)Cl (configuration not stated)
18: Cc1ccc(/C=C/C(=O)Nc2ccc(S(N)(=O)=O)cc2)o1
Compound	13	14	15	16	17	18
Mtb FBA inh	-1	3	8	0	-2	-1
FadD28 binding	-2.1	-1.4	-3.7	0.1	-4.6	-0.9
BoNT A protease	0.1	0.0	0.0	0.2	0.1	-0.4
PrPC TRFRET	4	11	10	-3	1	-8
UGM FP inh	.	-0.1	-1.6	-0.5	-0.6	-0.4
GDH-TPI counter	-4	-1	7	12	-3	7
BoNT F protease	-2	-6	0	0	-8	-8
Mtb BioA inh	0.4	-1.6	-1.2	-6.2	-0.5	.
CCHF vOTU inh	10	-10	15	-14	11	6

Record cards, from the list above. Order of values: Mtb FBA inh	FadD28 binding	BoNT A protease	PrPC TRFRET	UGM FP inh	GDH-TPI counter	BoNT F protease	Mtb BioA inh	CCHF vOTU inh
CCOC(=O)C(=CNc1ccc(N2CCCCC2)c(S(=O)(=O)Nc2ccccc2OC)c1)C(=O)OCC as listed: 0	-3.9	-0.4	-6	.	-3	-12	3.3	-4
CCCCC(=O)NC(N1CCCCC1)C(Cl)(Cl)Cl (configuration not stated) as listed: -2	-4.6	0.1	1	-0.6	-3	-8	-0.5	11
CN(CCCCOc1ccc(F)cc1)Cc1ccccc1 as listed: 5	-4.6	-3.7	-1	3.3	0	?	1.4	-12

Further compounds:
19: CCN1C(=O)C(C)S/C1=N\S(=O)(=O)c1ccc(Cl)s1 (configuration not stated)
20: Fc1ccccc1-c1csc(=Nc2cccnc2)n1CCCn1ccnc1
21: O=C(CN1C(=O)c2ccc([N+](=O)[O-])cc2C1=O)Nc1nnc(C2CC2)s1
22: Cc1ccc(Nc2cc(C)nc3ccccc23)c(C)c1
23: O=C(Nc1cccc2nsnc12)c1cccnc1Cl
24: O=C(NCCc1c[nH]c2ccccc12)c1cc2ccccc2oc1=O
Compound	19	20	21	22	23	24
Mtb FBA inh	-2	0	7	0	4	-3
FadD28 binding	-3.6	-2.2	-2.3	-1.6	0.0	1.1
BoNT A protease	-0.1	2.8	-0.6	-0.3	5.4	-0.6
PrPC TRFRET	3	0	-23	2	-19	4
UGM FP inh	1.9	1.5	0.7	1.1	1.7	0.9
GDH-TPI counter	-8	1	6	10	2	7
BoNT F protease	-3	-1	-1	2	-5	-7
Mtb BioA inh	0.8	.	.	.	.	.
CCHF vOTU inh	16	2	4	6	-2	6

25: Cc1c(C(=O)N2CCCCC2)nn(-c2ccc(Cl)cc2)c(=O)c1C#N
26: CC(C)[C@H](NC(=O)N1CC(=O)Nc2ccccc21)C(=O)Nc1nccs1
27: CCCOC(=O)c1ccc(NC(=O)c2ccccc2OC)cc1
28: COc1cccc(CNC(=S)Nc2ccc(Cl)cc2C)c1
29: O=C1Nc2ccccc2C1C(C[N+](=O)[O-])c1ccccc1 (configuration not stated)
30: CC(C)CCNC(=O)C(c1ccc(O)cc1)N(Cc1cccs1)C(=O)C1COc2ccccc2O1 (configuration not stated)
Compound	25	26	27	28	29	30
Mtb FBA inh	5	2	5	0	-2	2
FadD28 binding	-2.0	-0.5	-1.5	-4.5	-6.1	0.3
BoNT A protease	-0.1	1.3	0.1	1.5	-1.4	-0.3
PrPC TRFRET	-42	3	-1	6	1	25*
UGM FP inh	-0.1	-1.9	-5.4	1.7	-0.3	-0.4
GDH-TPI counter	3	9	-5	2	-7	-3
BoNT F protease	-5	1	-2	-1	-2	-2
Mtb BioA inh	.	.	.	2.3	0.1	.
CCHF vOTU inh	-8	-4	-7	3	-3	5

31: COc1cccc(N(CC(=O)N2CCN(C)CC2)S(=O)(=O)c2ccccc2)c1
32: CCO[C@@H]1OC(C(=O)N2CCN(C)CC2)=C[C@H](c2coc3ccccc3c2=O)[C@H]1CCCO
33: Cc1ccc(C(=O)N2CCCC2)c(F)c1F
34: Cc1cc2cccc(C)c2nc1SCC(=O)NC1CCCCC1
35: COc1cccc(NC(=O)CN(C)C(=O)c2ccc(S(=O)(=O)Nc3ccccc3C)cc2)c1
36: Cc1cccc(-n2cc[nH]c2=S)c1C
Compound	31	32	33	34	35	36
Mtb FBA inh	2	1	-3	1	-2	0
FadD28 binding	-1.5	-2.7	-0.9	.	?	-3.3
BoNT A protease	-1.5	0.3	?	-0.8	-1.1	-0.7
PrPC TRFRET	-1	-2	-1	3	4	5
UGM FP inh	-2.2	2.0	-0.3	1.9	1.3	-2.1
GDH-TPI counter	8	-7	2	-4	-4	-2
BoNT F protease	-9	7	-1	5	2	-2
Mtb BioA inh	-1.1	-1.7	.	.	1.1	.
CCHF vOTU inh	7	1	2	-1	13	-7

37: CCOC(=O)N1CCC(NC(=O)c2ccc(CS(=O)c3cccc(C)c3)o2)CC1 (configuration not stated)
38: O=C(N/N=C/c1cccc(C(F)(F)F)c1)c1cc2c(s1)-c1ccccc1CC2
39: CC(=O)c1c(O)cc(=O)oc1-c1ccc(C)cc1
40: OC(c1ccccc1)(c1ccccc1)C1CN2CCC1CC2 (configuration not stated)
41: Cc1sc2nc(SCc3nc4ccccc4[nH]3)n(Cc3ccco3)c(=O)c2c1C
42: O=C(Nc1ccccc1)c1ccc(S(=O)(=O)NCC2CCCO2)cc1 (configuration not stated)
Compound	37	38	39	40	41	42
Mtb FBA inh	0	6	1	1	-4	1
FadD28 binding	-1.0	-2.8	-3.7	-2.8	-3.9	-0.7
BoNT A protease	0.3	-0.2	-0.7	0.1	1.1	-0.3
PrPC TRFRET	-7	2	1	-5	5	11
UGM FP inh	1.3	-2.4	2.3	4.2	-1.9	0.6
GDH-TPI counter	6	6	15	-1	20	9
BoNT F protease	4	-2	1	6	9	6
Mtb BioA inh	0.5	.	.	.	-0.3	-1.4
CCHF vOTU inh	5	1	-4	-2	3	-8

43: O=C(c1cccnc1)N1CCN(c2c(Cl)cccc2[N+](=O)[O-])CC1
44: COc1ccc(NC(=O)C2(C)Cc3c(-c4cccc(C(N)=O)c4)ccnc3O2)cn1 (configuration not stated)
45: Cc1cc(NS(=O)(=O)c2ccc(NC(=S)NC(=O)c3ccc(Br)cc3)cc2)no1
46: CCN(CC)C(=O)CSc1nc2c(sc(=S)n2-c2ccccc2)c(=O)n1-c1ccccc1OC
47: COc1ccc(C(=O)CSc2nnc(CNC(=O)c3ccccc3)n2C)cc1
48: COc1cccc(NC(=O)CN(C)C(=O)c2ccccc2OCc2c(C)noc2C)c1
Compound	43	44	45	46	47	48
Mtb FBA inh	0	-1	-1	-1	1	2
FadD28 binding	0.8	-5.2	-1.2	-0.2	-2.6	-0.6
BoNT A protease	-0.4	-0.1	0.0	-6.1	-0.5	-2.2
PrPC TRFRET	-8	3	0	5	-6	2
UGM FP inh	-1.2	.	.	.	1.4	-0.6
GDH-TPI counter	7	-5	12	15	6	-4
BoNT F protease	-10	0	-3	?	0	-2
Mtb BioA inh	1.8	18	1.6	0.5	-0.6	.
CCHF vOTU inh	9	-10	18	-3	-1	-2

49: Cc1ccc(-c2nnc(SCC(=O)N3CC(C)CC(C)C3)o2)cc1C (configuration not stated)
50: COc1cc(-c2nc3cnccn3c2Nc2c(C)cccc2C)ccc1O
51: CC(C)(C)OC(=O)NCc1ccc(CNC(=O)c2nc[nH]c2C(=O)NCc2ccc(CNC(=O)OC(C)(C)C)cc2)cc1
52: CCCC(=O)N1CCC1(C)C(=O)Nc1ccc2c(c1)OCCO2 (configuration not stated)
53: COc1ccc(N2CCN(C(=O)[C@H](Cc3c[nH]c4ccccc34)NC(C)=O)CC2)cc1
54: CC(C)c1ccc(-c2nnn(Cc3nc4ccccc4s3)n2)cc1
55: O=S(=O)(Nc1nc2ccccc2nc1Cl)c1ccccc1
56: CC1CCC(NC(=O)c2cccc(S(=O)(=O)N3CCOCC3)c2)CC1 (configuration not stated)
Compound	49	50	51	52	53	54	55	56
Mtb FBA inh	1	4	3	3	4	-2	-2	-2
FadD28 binding	-0.8	1.8	-1.7	-1.2	-2.0	-0.6	-3.6	-3.6
BoNT A protease	-0.6	-0.1	0.9	0.5	0.1	-1.6	0.0	-0.1
PrPC TRFRET	-4	1	0	1	4	-2	9	4
UGM FP inh	2.8	0.6	3.3	.	-4.3	2.4	-3.0	.
GDH-TPI counter	2	17	5	8	-2	14	17	-10
BoNT F protease	-6	-5	0	-2	-6	-7	2	-2
Mtb BioA inh	-0.3	4.4	-1.4	-0.2	.	-2.2	1.0	1.4
CCHF vOTU inh	11	-2	10	21	-5	8	4	-17
